TRHR enhancer – allosterically enhances the human TRH receptor. P34981. enhancement, % at 2 µM. TRHR cells, fluo-8 calcium fluorescence, EC20 TRH enhancement. AID 493056. 0.66% of 360,000 active; in the data active means enhancement above about 30%; further: 0% is about no effect
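Enhancer read-out: after compound pinning and an initial kinetic agonist-mode read, an EC20 of TRH (10 nM final) was injected and fluo-8 calcium signal (Ex 480/Em 530) followed at 1 s/cycle for 100 cycles in TRHR-expressing cells.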
D2 agonist – D2 dopamine receptor (human) agonism | 0.53% of 340,000 active | HEK293 T-REx D2 cells, calcium flux agonist mode | AID 485358 | P14416 | activation, % at 2 µM;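 active means activation over 3 SD above normal in the single-dose calcium agonist read, cut at about 30% in these data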; further: 0% is about no effect
Target sequence (P14416 whole entry, looked up): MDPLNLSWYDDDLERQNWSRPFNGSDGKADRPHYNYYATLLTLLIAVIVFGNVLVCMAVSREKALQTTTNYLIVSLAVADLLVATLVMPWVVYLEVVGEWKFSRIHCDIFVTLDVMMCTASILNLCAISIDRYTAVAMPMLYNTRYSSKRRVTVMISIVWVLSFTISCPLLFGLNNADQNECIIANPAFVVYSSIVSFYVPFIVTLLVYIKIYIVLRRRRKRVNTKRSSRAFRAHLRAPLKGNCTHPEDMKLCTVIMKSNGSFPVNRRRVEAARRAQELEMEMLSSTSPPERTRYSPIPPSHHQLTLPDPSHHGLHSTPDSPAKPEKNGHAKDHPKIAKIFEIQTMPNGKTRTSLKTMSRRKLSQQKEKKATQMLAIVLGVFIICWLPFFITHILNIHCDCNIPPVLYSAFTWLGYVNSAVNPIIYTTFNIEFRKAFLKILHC
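Tetracycline-induced HEK293 T-REx cells with force-coupled D2 receptor, plated overnight at 30 C, loaded with no-wash calcium dye. After a 10 s baseline, compound was pin-added and calcium flux read kinetically for 180 s; calcium rises flagged agonists.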
D1 potentiator – enhances dopamine response at the human D1 receptor | P21728 | HEK293 TREx D1 cells, calcium flux, dopamine EC20 potentiation | potentiation, % at 10 µM | 0.036% of 360,000 active; in the data active means potentiation above about 30%; further: 0% is about no effect
Target sequence (P21728 whole entry, looked up): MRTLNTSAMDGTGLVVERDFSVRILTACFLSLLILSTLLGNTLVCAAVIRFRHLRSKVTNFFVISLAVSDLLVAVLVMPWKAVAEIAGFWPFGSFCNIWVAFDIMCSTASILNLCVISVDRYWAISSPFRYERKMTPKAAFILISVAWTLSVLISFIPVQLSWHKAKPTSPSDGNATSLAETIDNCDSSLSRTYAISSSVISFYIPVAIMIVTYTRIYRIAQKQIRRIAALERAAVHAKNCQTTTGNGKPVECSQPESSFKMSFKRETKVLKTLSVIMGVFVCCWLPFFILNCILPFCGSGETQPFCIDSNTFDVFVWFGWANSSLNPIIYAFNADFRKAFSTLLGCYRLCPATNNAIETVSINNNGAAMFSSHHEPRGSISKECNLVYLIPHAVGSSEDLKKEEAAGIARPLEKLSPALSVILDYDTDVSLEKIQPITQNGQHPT
D2 antag – antagonists of human D2 dopamine receptor; P14416; HEK293 TREx D2 cells, calcium flux, dopamine EC80; inhibition, % at 10 µM; 2% of 340,000 active; in the data active means inhibition above about 30%; further: 0% is about no effect
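In this primary screen, negative modulation is detected by tracking calcium flux after an EC80 dopamine challenge in inducible HEK293 T-REx D2 cells preexposed to test compound for 180 s.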
RXFP1 ag – RXFP1 (human) receptor agonism. Potency, µM (highest dose often 57.5 µM), for inactives: at the highest dose activation, most hits filed as activators. 0.3% of 370,000 active. AID 2676. HEK293T-RXFP1 cAMP TR-FRET, 30 min; response scale: percent of porcine relaxin response, buffer zero. Q9HBX9; active means well fitted activation curve with a large enough effect; further: potency means the concentration at half of the fitted maximal effect; on the % scale 0 is the no-effect control and ±100 the full control effect; nearly all actives have a fitted effect of over 60% in size; many of its hits are not listed in these tables
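HEK293 cells stably expressing RXFP1, treated 30 min at 37C with compounds plus PDE4 inhibitor Ro 20174; cAMP measured by HTRF TR-FRET. Normalized to buffer and 29 nM porcine relaxin; EC50 by Hill fit.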
D1 agonist – human D1 receptor agonism; activation, % at 2 µM; HEK293 T-REx D1 cells, calcium flux, agonist mode; 1% of 360,000 active; AID 504660; P21728; in the data active means activation above about 30%; further: 0% is about no effect
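Agonism was scored from calcium flux recorded over 180 s (1 read/s) after pintool compound addition, following a 10-cycle baseline. Cells were inducible force-coupled HEK293 TREx D1, plated overnight at 30 C and loaded with no-wash calcium dye.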
D1 antagonist – blocks dopamine activation of the human D1 receptor. P21728. HEK293 TREx D1 cells, calcium flux, dopamine EC80; active compounds read low. activity change, negative = inhibition, % at 10 µM. 3.2% of 360,000 active. AID 504652; in the data active means activity change below about -30%; further: on the % scale 0 is the no-effect control and ±100 the full control effect
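HEK293 T-REx cells expressing inducible, force-coupled D1 receptor; no-wash Ca dye, 30–90 min RT. Cmpd → 180 s read at 1 Hz → EC80 DA → 180 s read.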
RXFP1 antag – RXFP1 (human) relaxin receptor antagonism; activity change, negative = inhibition, % at 57.5 µM; Q9HBX9; HEK293-RXFP1, relaxin-stimulated cAMP HTRF, 30 min; active compounds read low; AID 1259400; 0.59% of 350,000 active;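 active means activity change of -60% or lower, but not beyond a set lower limit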; further: on the % scale 0 is the no-effect control and ±100 the full control effect
D2 PAM – positively modulates the human D2 dopamine receptor allosterically; 0.34% of 340,000 active; HEK293 T-REx D2, calcium flux, EC20 dopamine potentiation; AID 485347; P14416; potentiation, % at 10 µM;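 active means potentiation over 3 SD above the plate norm, cut at about 30% in these data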; further: 0% is about no effect
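Tetracycline-induced HEK293 T-REx cells force-coupled to calcium signalling expressed D2; compounds were pin-added after a 10 s baseline, read kinetically 180 s, then an EC20 dopamine challenge followed with a further 180 s calcium read.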
Starred values were filed as active, the others as inactive; x = not tested or not shown; & = joins results of further samples.

item	Compound	TRHR enhancer	D2 agonist	D1 potentiator	D2 antag	RXFP1 ag	D1 agonist	D1 antagonist	RXFP1 antag	D2 PAM
1	O=C(NCCc1ccc(Cl)cc1)C1CCCN1C(=O)Nc1ccc(F)cc1 (stereo not given)	-7	0.1	-3	-5	3.1%	1	4	1	-4
2	CCN(C(=O)CSc1nnc(Nc2ccccc2)s1)C1CCS(=O)(=O)C1 (stereo not given)	1	-1.0	-7	-29	1.0%	2	-4	-12	6
3	CC(=O)c1ccc(N2CCN(C(=O)CCCCn3c(=O)[nH]c4ccccc4c3=O)CC2)cc1	2	0.0	-5	x	4.3%	5	-32*	-1	-4
4	O=S(=O)(c1ccc2c(c1)C(O)c1ccccc1CC2)C(F)(F)F (stereo not given)	0	0.4	-5	0	-2.3%	3	-23	x	-2
5	COC(=O)C(CC(C)C)NC(=O)c1cc(OC)c(OC)c(OC)c1 (stereo not given)	7	-0.5	-1	2	3.1%	4	-9	-14	-2
6	CN(Cc1nc(-c2ccc(Cl)cc2)no1)C(=O)c1ccco1	3	-0.1	-6	-19	-0.2%	7	-12	-29	23
7	COCCn1c(C)cc(C(=O)COC(=O)CCN2C(=O)c3ccccc3C2=O)c1C	-1	1.1	-6	-3	1.2%	0	-5	-2	-2
8	C/C(=N\NC(=S)NC(C)C)c1ccccc1OC(F)F	-7	1.1	-7	-5	0.4%	0	-17	-14	-5
9	COc1ccc(NC(=O)Nc2cc(C(=O)NCc3ccc(C)cc3)ccc2N2CCCC2)cc1	4	x	-1	x	6.7%	-1	-19	-11	2
10	Oc1ccccc1Nc1nc(NCC2CCCO2)c2ccccc2n1 (stereo not given)	-1	0.1	3	3	-0.1%	2	0	-17	12
11	O=C1OC(Nc2cc(Br)cc3cccnc23)c2ccccc21 (stereo not given)	11	0.6	4	-24	4.4%	0	17	0	3
12	CC(=O)c1c(C)[nH]c(C(=O)OCCCCN2C(=O)c3ccccc3C2=O)c1C	-3	-1.0	0	48*	-0.1%	15	-19	12	4
13	COc1ccc(C(=O)NC2(C(F)(F)F)C(=O)N(Cc3ccco3)C3=C2C(=O)CC(C)(C)C3)cc1OC (stereo not given)	6	0.7	10	-7	0.8%	2	20	-6	6
14	C[n+]1nc(Nc2cccc3ccccc23)sc1-c1ccc(C(=O)O)cc1	8	-0.1	-3	-4	2.6%	3	5	x	13
15	CCOc1ccc(NC(=O)Cc2ccc(-n3c(C)nc4cccnc43)cc2)cc1	2	-1.4	0	x	2.3%	0	5	-21	-3
16	CCc1ccc(OCC2Cn3c(nc4c3c(=O)[nH]c(=O)n4C)O2)cc1 (stereo not given)	1	-1.6	0	-18	2.5%	4	8	-2	0
17	Cc1ccc(S(=O)(=O)NCC(=O)NC2CCCCCC2)cc1	34*	0.2	0	-1	0.2%	1	32	8	-2
18	CCCn1c(SC(C)C(=O)NCC2CCCO2)nc2sc(CC)cc2c1=O (stereo not given)	10	0.4	-2	5	0.7%	1	26	12	-1
19	COC(=O)c1ccccc1NC(=O)c1ccc(-c2ccc(Br)cc2)o1	3	-0.4	0	-3	-0.8%	2	3	-9	-7
20	COc1ccc(-c2csc3nc(-c4ccccc4)oc(=O)c23)cc1OC	3&20	-0.5&-0.3	-4&0	1	23%&0.6%	1&0	-8&-1	2	0&9
21	CC(C)OC(=O)C1C(=O)CC(C)(O)C(C(=O)OC(C)C)C1c1cccc(O)c1 (stereo not given)	3	1.7	3	32*	-0.4%	-1	-8	-5	-7
22	O=C(NNc1nc2c(F)cccc2s1)c1ccc(F)cc1	2	-2.8	-4	-1	-0.9%	8	20	17	-5
23	Cc1csc(NC(=O)c2ccco2)c1C(=O)c1ccccc1	3	-0.7	-2	8	0.7%	3	20	-8	15
24	COc1ccc(/C(O)=C2/C(=O)C(=O)N(CCCC(=O)O)C2c2ccc(OC)c(OC)c2)cc1 (stereo not given)	2	2.4	-7	-4	3.5%	4	16	0	0
25	CCc1cc(=O)oc2c3c(cc(OCC(=O)N[C@H](C(=O)O)[C@H](C)CC)c12)OC(C)(C)CC3	-7	-2.2	-1	3	4.2%	1	18	3	24
26	CCC(C(=O)NCCCN1CCCC1=O)n1c2ccccc2c2nc(=O)cc(C)n21 (stereo not given)	8	0.4	10	-10	-0.3%	3	-1	14	14
27	COc1ccc(CCNc2nc3ccccc3c3nc(-c4cccc(C)c4)nn23)cc1OC	-3	0.1	-4	x	0.7%	0	-5	-14	x
28	OC(CNCC(c1ccc(Cl)cc1Cl)c1c[nH]c2ccccc12)c1ccccc1 (stereo not given)	3	3.7	1	25	3.5%	10	14	-35	2
29	CCCNC(=O)c1ccc(N2CCC3(CC2)CC(c2cccc(Br)c2)=NO3)c(NC(=O)c2c(Cl)cccc2Cl)c1	7	0.9	-4	-7	0.8%	5	-2	x	7
30	CC(C)[C@H](NC(=O)c1c(F)cccc1F)C(=O)OCC(=O)NC(=O)NC1CCCC1	55*	-0.3	0	1	3.4%	3	3	-6	-1

A second format for some results above:
Values in the order: TRHR enhancer | D2 agonist | D1 potentiator | D2 antag | RXFP1 ag | D1 agonist | D1 antagonist | RXFP1 antag | D2 PAM
26) CCC(C(=O)NCCCN1CCCC1=O)n1c2ccccc2c2nc(=O)cc(C)n21 (stereo not given)
    8 | 0.4 | 10 | -10 | -0.3% | 3 | -1 | 14 | 14
11) O=C1OC(Nc2cc(Br)cc3cccnc23)c2ccccc21 (stereo not given)
    11 | 0.6 | 4 | -24 | 4.4% | 0 | 17 | 0 | 3
1) O=C(NCCc1ccc(Cl)cc1)C1CCCN1C(=O)Nc1ccc(F)cc1 (stereo not given)
    -7 | 0.1 | -3 | -5 | 3.1% | 1 | 4 | 1 | -4
6) CN(Cc1nc(-c2ccc(Cl)cc2)no1)C(=O)c1ccco1
    3 | -0.1 | -6 | -19 | -0.2% | 7 | -12 | -29 | 23
9) COc1ccc(NC(=O)Nc2cc(C(=O)NCc3ccc(C)cc3)ccc2N2CCCC2)cc1
    4 | x | -1 | x | 6.7% | -1 | -19 | -11 | 2

Next section
item	Compound	TRHR enhancer	D2 agonist	D1 potentiator	D2 antag	RXFP1 ag	D1 agonist	D1 antagonist	RXFP1 antag	D2 PAM
31	CC1=CC(=O)C(C(C)C)=C/C1=N/OC(=O)c1cccc([N+](=O)[O-])c1	9	x	2	x	-1.4%	2	13	14	-2
32	O=C(Cn1cnc2ccccc2c1=O)N/N=C/c1ccc(Br)cc1	-3	0.5	-3	1	2.4%	0	-3	-5	-4
33	COc1ccc(C(=O)Cn2nnc(-c3ccccc3NC(=O)c3ccco3)n2)cc1	-5	0.8	-1	3	0.5%	4	-9	-4	0
34	Cc1cccc(C(=O)OCC(=O)Nc2ccc(F)cc2)c1	7	0.5	2	4	3.4%	3	-6	-7	21
35	Cn1c2cc(B(O)O)sc2c2cnn(Cc3ccc(F)cc3F)c(=O)c21	1	x	0	x	3.2%	19	11	x	x
36	COC(=O)C1=C(C)NC2=C(C(=O)CC(C)(C)C2)C1c1ccccn1 (stereo not given)	-20	1.0	-2	-7	0.2%	-2	26	-15	33*
37	Cn1c(O)c(N=NC(=S)Nc2ccccc2F)c2cc(S(=O)(=O)N3CCOCC3)ccc21	3	-0.1	3	9	-1.5%	0	4	-7	-3
38	O=C1OC(c2ccccc2)=NC12CC2c1ccc(Cl)cc1 (stereo not given)	-3	2.2	-3	-27	2.3%	2	-20	1	-9
39	COC(=O)c1ccc(Cn2cnc3ccccc3c2=O)cc1	6	x	-13	x	-0.2%	4	-2	0	-3
40	CC1CCN(C(=O)c2ccc(S(=O)(=O)Cc3ccccc3F)c([N+](=O)[O-])c2)CC1	-3	0.1	1	25	0.4%	0	-8	4	6
41	COc1ccc(C(=O)c2coc3ccc(OC(C)=O)cc23)cc1	2	1.6	-2	-9	0.1%	2	-11	-3	-2
42	CNC(=O)CSc1n[nH]c(-c2cc(Cl)ccc2OC)n1	-2	0.1	-3	-5	3.4%	8	-3	-16	2
43	CCc1cc(OCCN2C(=O)NC(C)(C)C2=O)ccc1Cl	0	0.1	-2	-2	0.0%	1	-1	-7	-2
44	CN(C)C(=S)Nc1nc2ccccc2s1	0	-0.2	-4	-27	-0.1%	2	-30*	-3	-11
45	Cc1ccc(N2CCOCC2)c2c1C(=O)c1ccccc1C2=O	-6	-1.6	5	-1	-1.8%	7	7	-9	20
46	O=C1CCCN1S(=O)(=O)c1ccc(F)cc1	-1	-0.8	0	5	4.7%	2	1	-1	3
47	Cc1ccccc1C(=O)Nc1ccccc1C(=O)N1CCC(C)CC1	1	-0.5	-5	6	0.0%	0	1	-4	-11
48	O=C(CSc1nc2[nH]ncc2c(=O)n1-c1ccccc1)N1CCCc2ccccc21	-6	1.0	0	-9	4.7%	0	25	2	-12
49	CCOC(=O)c1[nH]c2c(c1-c1ccccc1)C(=O)CC(c1ccc(OC)c(OC)c1)C2 (stereo not given)	-3	-2.2	-5	-14	0.3%	-1	-2	x	-7
50	COc1ccc(CNC(=O)CSc2nnc(Cn3nnc4ccccc43)n2C)cc1	-3	0.2	-5	-1	1.4%	3	7	-18	-7
51	O=C(NCc1cccs1)C1CCCN1C(=O)Nc1ccccc1[N+](=O)[O-] (stereo not given)	-4	-3.1	-4	-3	-0.5%	1	9	-2	x
52	CC(=O)N1c2ccc(S(=O)(=O)N3CCC(C(=O)Nc4cccc(F)c4)CC3)cc2CC1C (stereo not given)	4	-1.0	-5	-28	0.8%	5	0	2	-13
53	O=C(COC(=O)CC1CC2CCC1C2)Nc1c(F)cccc1F (stereo not given)	6	2.5	-8	3	2.2%	1	-9	-4	2
54	Cc1cc2ccc(C)c(C)c2nc1SCC(=O)c1cccs1	-4	1.7	1	60*	1.3%	21	-4	-3	-8
55	CN(c1ccccc1C(=O)NC1CCCCC1)S(=O)(=O)c1ccccc1	-2	0.5	4	-7	0.8%	0	3	15	-3
56	COC(=O)CN1C(=S)N(c2ccc(F)cc2)C(=O)C1CC(=O)Nc1ccccc1 (stereo not given)	0	0.9	-5	-19	-1.3%	2	-14	0	-8
57	COC(=O)CNS(=O)(=O)c1ccc(OC)cc1	-2	0.7	0	7	2.8%	1	3	0	5
58	Cc1cc(C)n(C(=O)CSc2ccc(Cl)cc2)n1	-1	0.0	-1	4	0.4%	0	-8	-4	-7
59	CC1CCCCN1C(=O)CSc1nc(-c2ccccc2)cn1N (stereo not given)	-3	1.9	3	16	-1.2%	3	13	-7	-4
60	O=C(/C=C/c1ccc(F)cc1)NC(=S)N1CCN(c2ccccn2)CC1	21	35*	-6	-15	-1.7%	1	5	-19	-21
61	COc1ccc(NC(=O)c2cn(C)c(=O)c3cc(OC)c(OC)cc23)c(OC)c1	2	-1.2	8	2	4.4%	2	2	10	18
62	COc1ccc(/C=N/NC(=O)CC(=O)NCc2cccnc2)c(OC)c1	1	-0.7	8	-7	0.0%	1	26	-2	-11
63	COc1ccccc1CC(=O)O/N=C(\N)c1ccccn1	-1	0.1	-2	-9	-2.2%	2	4	2	6

Screening data (PubChem BioAssay)

The list is partial; the hit share may differ from the screen's.
